# tim23-1 inh: growth inhibitors of tim23-1 mutant yeast, primary screen, luminescence, uHTS | S. cerevisiae tim23-1 growth, BacTiter-Glo luminescence, 24 h | inhibition, % at 20 µM | actives 1.3% (n = 330,000) | AID 463212, 2010;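 active means growth inhibition of the mutant yeast at or above 50%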;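 further: temperature-sensitive mutant grown at 25 °C; plate controls were DMSO-treated mutant yeast for no effect and medium wells lacking yeast for full effect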
# UPR CHOP act: activators of apoptotic CHOP UPR arm, primary screen, cell-based, CHO-CHOP luciferase reporter, luminescence, uHTS. UPR activation; percent of tunicamycin response over DMSO baseline. activation, % at 10 µM. actives 0.34% (n = 330,000). AID 449763, 2010;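 active means at 10 µM dose, activation of 40% or more, normalized to positive control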;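 further: 100% = tunicamycin at 10 µg/mL and 0% = DMSO alone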
#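 Dosing – one dose, 10 µM in 0.5% DMSO · System – CHO-CHOP cells, stable luciferase reporter of PERK-eIF2a-CHOP signalling · Input – 500 cells/well · Control set – tunicamycin 10 µg/mL final as positive, DMSO-only wells as negative · Timing – 6 h compound treatment, 37 °C · Measure – % activation vs tunicamycin · Technique – luminescence read with Steady-Glo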
# tim10-1 inh: growth inhibitors of tim10-1 mutant yeast, primary screen, luminescence, uHTS. S. cerevisiae tim10-1 ts strain growth, BacTiter-Glo, 24 h. inhibition, % at 20 µM. actives 2.2% (n = 330,000). AID 463190, 2010;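 active means inhibition of at least 40%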;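 further: mutant grown at 25 °C; 0% = DMSO wells with yeast and 100% = wells holding no yeast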
# GRIN3A LBD mod: binders of NR3A ligand-binding domain, primary screen, biophysical, differential scanning fluorimetry, uHTS. actives 2.5% (n = 340,000). Glutamate receptor ionotropic, NMDA 3A (GRIN3A) ligand-binding domain. AID 1259313, 2017. Tm shift relative to glycine control, % at 25 µM. NR3A LBD differential scanning fluorimetry, Tm shift; 0% = protein alone, 100% = glycine-bound protein;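 active means melting temperature shift of at least 10% of the positive control shift, at one fixed dose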
# NALP3 yeast inh: NALP3 inflammasome inhibitors in reconstituted yeast, primary screen, luminescence, uHTS; Yeast reconstituted NLRP3/ASC/caspase-1, beta-gal luminescence, 24 h; inhibition, % at 10 µM; actives 0.39% (n = 330,000); AID 2825, 2010;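 active means inhibition of 50% or more; inactive means inhibition below 50%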;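 further: plate controls were induced DMSO wells for no effect and uninduced yeast grown without galactose for full effect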
# XBP1 UPR activ: activators of adaptive XBP1 UPR arm, primary screen, cell-based, CHO-XBP1 luciferase reporter, luminescence, uHTS; actives 0.33% (n = 330,000); activation, % at 20 µM; AID 463104, 2010; IRE1-XBP1 UPR activation; percent of tunicamycin response, DMSO as zero;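 active means versus positive control, 20 µM dose yields 30% or more activation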;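 further: 100% = tunicamycin at 10 µg/mL and 0% = DMSO only wells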
#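 Signal: luciferase luminescence; Assay system: CHO-XBP1 luciferase reporter cells; Amount: one thousand reporter cells per well; Dosing: 20 µM single concentration, DMSO 1%; Benchmarks: high control tunicamycin 10 µg/mL final, low control DMSO vehicle only; Schedule: 6 h compound exposure at 37 °C, 5% CO2; Evaluation: percent activation relative to tunicamycin reference.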
# Mdm2-MdmX inh: inhibitors of human Mdm2-MdmX association, primary screen, cell-based, luminescence, split luciferase, SaOS-2, uHTS | Protein Mdm4 (Homo sapiens) + E3 ubiquitin-protein ligase Mdm2 (Homo sapiens), … | SaOS-2 split-luciferase Mdm2/MdmX complementation | inhibition, % at 8 µM | actives 3% (n = 330,000) | AID 485346, 2010;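 active means inhibition of at least 50% at 8 µM in the primary screen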
# TIM10 inh: growth inhibitors of isogenic TIM10 control yeast, primary screen, counter-screen for tim10-1 yeast inhibitor project, luminescence, uHTS | S. cerevisiae TIM10 strain growth, BacTiter-Glo luminescence, 24 h | inhibition, % at 10 µM | actives 1.4% (n = 330,000) | AID 463195, 2010;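 active means inhibition of 40% or more at the single tested concentration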;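 further: wild-type TIM10 isogenic control strain grown at permissive 25 °C; 0% = DMSO yeast wells and 100% = minimal medium wells without yeast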
# APJ ag: agonists of human apelin receptor APJ, primary screen, CHO-K1 cells, PathHunter beta-arrestin, luminescence; actives 0.11% (n = 330,000); activation, % at 20 µM; 0% DMSO wells, 100% apelin; AID 2520, 2010;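 active means activation more than six SD over the plate average, tested at 20 µM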;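 further: 0% = DMSO alone and 100% = apelin-13 at 10 nM; some results filed as inactive read as strong as hits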
# Target sequence (P35414 whole entry, looked up): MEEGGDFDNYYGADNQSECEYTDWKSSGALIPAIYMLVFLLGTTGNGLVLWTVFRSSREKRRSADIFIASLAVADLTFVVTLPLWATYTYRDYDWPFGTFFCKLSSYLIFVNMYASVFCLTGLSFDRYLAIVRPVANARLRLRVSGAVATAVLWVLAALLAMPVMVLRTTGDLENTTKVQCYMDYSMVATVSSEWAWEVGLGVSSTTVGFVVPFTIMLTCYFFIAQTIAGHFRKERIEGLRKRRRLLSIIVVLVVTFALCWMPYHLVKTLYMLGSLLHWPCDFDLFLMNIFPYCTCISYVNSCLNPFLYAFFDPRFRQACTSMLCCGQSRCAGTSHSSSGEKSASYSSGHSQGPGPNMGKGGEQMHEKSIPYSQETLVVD
#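 Assay system: engineered CHO-K1 APJ arrestin reporter cells; Amount: 1000 CHO-K1 reporter cells seeded per well; Dosing: one dose, 20 µM compound, 1% DMSO; Times: compound stimulation 90 min at 25 °C, detection 60 min; Measured by: luminescent beta-gal fragment complementation, chemiluminescent substrate; Read-out: APJ–arrestin association signal; Controls: DMSO vs Apelin-13 10 nM.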
# An asterisk follows results filed as active.
SMILES,tim23-1 inh,UPR CHOP act,tim10-1 inh,GRIN3A LBD mod,NALP3 yeast inh,XBP1 UPR activ,Mdm2-MdmX inh,TIM10 inh,APJ ag
COc1cc(C(=O)OCC(=O)N2CCCCC2C)ccc1OCc1c(C)noc1C (centres undefined),10,-1.4,21,0,18,0,13,2,-1
Cc1sc2ncnc(Nc3ccccc3)c2c1C,9,2.8,21,4,46,5,12,10,0
Cc1ccc(O)c(NC(=O)CCC2CCCCC2)c1,4,2.4,14,2,26,-2,-72,0,-3
O=C(c1cccs1)N(Cc1cccc(F)c1)C1CCS(=O)(=O)C1 (centres undefined),-3,-0.3,9,1,2,-2,9,-8,-2
COc1ccccc1NS(=O)(=O)NC(=O)c1c(C)[nH]c2ccccc12,-5,3.3,2,1,4,0,4,0,0
CC(C)COC(=O)c1ccc(NC(=O)C2C3CCC(C3)C2C(=O)O)cc1 (centres undefined),14,1.6,21,0,23,4,7,-4,-1
Nc1nc(Nc2ccccc2F)nc(NCc2ccco2)c1[N+](=O)[O-],48,2.0,27,-5,9,11,19,0,0
Cc1onc(-c2c(Cl)cccc2Cl)c1C(=O)N=C(N)N1CCOCC1,-4,-0.4,-4,-3,9,-2,18,2,-2
Nc1nnn(CC(=O)N/N=C/c2ccncc2)n1,5,0.3,1,1,20,1,25,9,0
CCCCOC(=O)CSc1nc(N)c(C#N)c(-c2ccc(OCC)cc2)c1C#N,7,-0.4,14,-9,12,0,-3,5,0
COC(=O)C(Cc1ccc(O)cc1)NC(=O)CCc1nc2ccccc2s1 (centres undefined),6,-0.4,7,0,9,-1,-13,16,1
CC(C)c1ccc(NC2CCCN(C(=O)c3ccncc3)C2)cc1 (centres undefined),1,-1.5,8,3,2,-3,10,-2,-2
CCOc1ccc(N(CC(=O)NC2CCCCCC2)S(=O)(=O)c2c(C)noc2C)cc1,8,-2.0,18,0,4,-4,43,5,-3
CCOc1ccccc1NC(=O)Nc1cnccn1,-1,-1.9,7,-4,23,0,37,1,-3
Cc1c(NC(=O)c2nn3c(c2Br)NC(c2ccccc2)CC3C(F)(F)F)c(=O)n(-c2ccccc2)n1C (centres undefined),1,3.1,17,5,-12,-1,22,-5,0
CC(Nc1cc(N2CCOCC2)ccc1[N+](=O)[O-])c1ccccc1 (centres undefined),2,-1.5,19,-1,12,2,41,8,-1
CSc1nc(-c2ccco2)cc(-c2ccccc2)c1C#N,-3,-1.9,15,-4,14,0,9,14,-2
COc1ccc(-c2cc(C3CCN(c4ncccc4[N+](=O)[O-])CC3)[nH]n2)cc1,58*,0.2,49*,-6,25,-2,56*,33,-4
Cn1nnnc1SC(C(=O)Nc1ccc(F)cc1)c1ccccc1 (centres undefined),14,0.8,19,-2,6,-2,19,17,-3
CC12CC3CC(C)(C1)CC(C(O)CN1CCOCC1)(C3)C2 (centres undefined),8,0.2,14,2,15,-2,-2,-2,-4
Cc1ccc(OC(=O)N2CCOCC2)cc1,4,0.5,17,1,9,2,-21,3,7
O=C(C1CCCN(Cc2ccc([N+](=O)[O-])cc2)C1)N1CCCCC1 (centres undefined),22,2.5,-8,0,7,0,17,10,-6
O=C(N/N=C\C=C\c1ccc2c(c1)OCO2)C1COc2ccccc2O1 (centres undefined),21,0.9,37,-2,-26,0,18,39,-4
O=C1CC(C(=O)N2CCN(c3ccccc3Cl)CC2)CN1Cc1ccccc1 (centres undefined),7,-0.2,19,0,8,-1,7,1,-4
CCn1cc(C(=O)NC2CC(C)(C)Cc3c2cnn3-c2cccc(F)c2)cn1 (centres undefined),17,1.8,23,-1,13,-3,9,0,-3
O=C(O)c1cccnc1SCc1cccc(Br)c1,18,0.3,23,-3,19,-1,-32,-1,0
COc1ccccc1CNC(=O)C(=O)c1cn(CC(=O)N2CCCC2)c2ccccc12,11,0.2,16,-2,19,-2,-5,12,-1
CCCCCCC(C)n1cc(C(C)=O)c(=O)[nH]c1=O (centres undefined),8,-1.7,11,0,20,-2,-15,-4,-2
C=C1CCC2[C@](C)(CO)[C@H](O)CC[C@@]2(C)[C@@H]1C/C=C1\C(=O)OC[C@H]1O (some centres undefined),14,-1.3,9,7,1,-2,69*,4,-3
COCCCNC(=S)N/N=C/c1ccc(O)cc1O,-3,0.9,-7,3,5,1,5,0,-1
Cc1ccc(S(=O)(=O)N2CCC(C(=O)OCC(=O)N(C)C3CCS(=O)(=O)C3)CC2)cc1C (centres undefined),-12,-0.8,-24,0,11,-2,24,-8,0
O=C(NC1CCCC1)c1cc(COc2ccc3ncccc3c2)on1,-1,1.8,-13,2,13,-2,28,-7,0
Cc1ccnc(NCn2nnc3ccccc32)c1,18,-0.8,-2,0,16,-3,-2,-1,0
COc1ccc(OC)c(N/C(C)=C/C(=O)c2ccncc2)c1,16,-0.3,2,1,12,0,24,-2,0
COc1cc2c(cc1OC)CN(C(=O)CSc1ccccc1C)CC2,14,1.4,-15,-2,14,-1,-6,4,0
O=C(Cc1ccc([N+](=O)[O-])cc1)Nc1cccc(C(F)(F)F)c1,3,-0.6,28,-1,21,-2,-10,26,2
CCc1c(C)nc(N2CCN(c3ccccc3F)CC2)[nH]c1=O,13,0.9,6,-1,11,-6,21,6,-2
Cc1onc(-c2ccccc2Cl)c1C(=O)NC1CCCCCC1,26,2.6,2,-1,10,-2,33,10,-2
COc1ccc(CN2C(=O)CCC2(C)C(=O)NC2CCCC2)c(OC)c1 (centres undefined),11,-1.9,7,-1,6,0,2,5,0
COc1ccccc1OCCC(=O)OCC(=O)NCc1ccc(Cl)cc1,14,-0.2,26,0,-11,1,13,12,-1

# A run of entries taken from the entries so far, for reference:
SMILES,tim23-1 inh,UPR CHOP act,tim10-1 inh,GRIN3A LBD mod,NALP3 yeast inh,XBP1 UPR activ,Mdm2-MdmX inh,TIM10 inh,APJ ag
COc1ccccc1CNC(=O)C(=O)c1cn(CC(=O)N2CCCC2)c2ccccc12,11,0.2,16,-2,19,-2,-5,12,-1
CCCCCCC(C)n1cc(C(C)=O)c(=O)[nH]c1=O (centres undefined),8,-1.7,11,0,20,-2,-15,-4,-2
C=C1CCC2[C@](C)(CO)[C@H](O)CC[C@@]2(C)[C@@H]1C/C=C1\C(=O)OC[C@H]1O (some centres undefined),14,-1.3,9,7,1,-2,69*,4,-3
COCCCNC(=S)N/N=C/c1ccc(O)cc1O,-3,0.9,-7,3,5,1,5,0,-1
Cc1ccc(S(=O)(=O)N2CCC(C(=O)OCC(=O)N(C)C3CCS(=O)(=O)C3)CC2)cc1C (centres undefined),-12,-0.8,-24,0,11,-2,24,-8,0
O=C(NC1CCCC1)c1cc(COc2ccc3ncccc3c2)on1,-1,1.8,-13,2,13,-2,28,-7,0
Cc1ccnc(NCn2nnc3ccccc32)c1,18,-0.8,-2,0,16,-3,-2,-1,0
COc1ccc(OC)c(N/C(C)=C/C(=O)c2ccncc2)c1,16,-0.3,2,1,12,0,24,-2,0
COc1cc2c(cc1OC)CN(C(=O)CSc1ccccc1C)CC2,14,1.4,-15,-2,14,-1,-6,4,0
O=C(Cc1ccc([N+](=O)[O-])cc1)Nc1cccc(C(F)(F)F)c1,3,-0.6,28,-1,21,-2,-10,26,2
CCc1c(C)nc(N2CCN(c3ccccc3F)CC2)[nH]c1=O,13,0.9,6,-1,11,-6,21,6,-2
Cc1onc(-c2ccccc2Cl)c1C(=O)NC1CCCCCC1,26,2.6,2,-1,10,-2,33,10,-2
COc1ccc(CN2C(=O)CCC2(C)C(=O)NC2CCCC2)c(OC)c1 (centres undefined),11,-1.9,7,-1,6,0,2,5,0
COc1ccccc1OCCC(=O)OCC(=O)NCc1ccc(Cl)cc1,14,-0.2,26,0,-11,1,13,12,-1

# Additional entries.
SMILES,tim23-1 inh,UPR CHOP act,tim10-1 inh,GRIN3A LBD mod,NALP3 yeast inh,XBP1 UPR activ,Mdm2-MdmX inh,TIM10 inh,APJ ag
Cn1nccc1C(=O)Nc1ccc2c(c1)OCCO2,9,-3.5,10,-3,0,-4,-18,7,-2
COc1cc(C(=O)OCC(=O)Nc2cc(C)on2)ccc1OCc1ccccc1Cl,-15,2.7,29,8,6,1,13,0,-6
COc1ccccc1NC(=S)NCCc1ccc(S(N)(=O)=O)cc1,-28,-1.3,-11,-1,13,2,22,2,-3
COC(=O)c1ccccc1NC(=O)COC(=O)c1ccco1,7,-0.6,36,1,24,2,-30,-7,-3
Cc1ccc(CNC(=O)CSc2nnc3n2CCCCC3)cc1,2,2.4,-6,0,9,11,-17,4,-5
O=C(NCc1cccc(C(F)(F)F)c1)C1CC(c2ccc(C(F)(F)F)cc2)=NO1 (centres undefined),20,-0.9,4,-9,9,1,43,1,-4
Cc1c(Nc2nc(-c3ccc(Cl)cc3)cs2)c(=O)n(-c2ccccc2)n1C,15,4.9,26,-17,-7,1,-10,11,-4
COc1cccc(CN2CC(C(=O)N3CCOCC3)CCC2=O)c1 (centres undefined),0,7.6,-8,-4,5,3,-34,19,5
CC(C)(C)C1CCC(C(=O)NCCc2ccc(S(N)(=O)=O)cc2)CC1 (centres undefined),15,-2.7,26,2,12,-3,19,-5,-2
CC(C)(C)SCCSC1=CC(=O)CC(c2ccccc2)C1 (centres undefined),28,1.6,32,1,28,5,-56,12,-3
Cc1ccnc(SCC(=O)NC2CCCCCC2)n1,3,3.6,-2,-2,16,8,-14,1,1
O=C(Nc1cccc2cccnc12)c1ccc(Cl)cc1Cl,11,1.5,9,-2,10,-3,11,16,-3
COc1nc(OCCNC(C)=O)nc(N(C)C)n1,4,0.0,9,-2,3,0,4,5,-3
CCn1ccnc1CN(C)Cc1c(C(=O)N2CCCCCCC2)nc2ccc(Cl)cn12,0,-1.8,-1,4,-4,-5,-7,8,3
CC(C)(C)c1ccc(C(=O)NNc2ccc(F)cc2F)cc1,27,4.2,12,1,53*,1,-2,14,-4

# In the list so far, these contain bromine:
SMILES,tim23-1 inh,UPR CHOP act,tim10-1 inh,GRIN3A LBD mod,NALP3 yeast inh,XBP1 UPR activ,Mdm2-MdmX inh,TIM10 inh,APJ ag
Cc1c(NC(=O)c2nn3c(c2Br)NC(c2ccccc2)CC3C(F)(F)F)c(=O)n(-c2ccccc2)n1C (centres undefined),1,3.1,17,5,-12,-1,22,-5,0
O=C(O)c1cccnc1SCc1cccc(Br)c1,18,0.3,23,-3,19,-1,-32,-1,0
